# HttQ103 aggreg – inhibitors of mutant huntingtin aggregate formation in PC12 cells | PC12 HttQ103-GFP aggregates, Acumen cytometry, 40 h | Potency, µM (series often up to 46.1 µM), without a hit: at the highest dose activity change, negative = inhibition, usual class: inhibitors | 220,000 compounds, 1.1% hits; further: potency means the concentration at half of the fitted maximal effect; on the % scale 0 is the no-effect control and ±100 the full control effect; nearly all actives have a fitted effect of over 60% in size
#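 Read-out: GFP aggregate count by laser scanning cytometer (488 nm excitation, 500-530 nm emission, 1–25 µm objects >6 SD above background). Cells: PC12, inducible HTTex1-Q103-GFP, 100 nM tebufenozide; compounds titrated.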
# GAA glycogen mod – inhibitors or activators of human alpha-glucosidase glycogen cleavage. P10253. recombinant GAA, glycogen substrate, Amplex Red glucose oxidase fluorescence. Potency, µM (top dose mostly 76.4 µM), for the others: at the highest dose activity change, negative = inhibition, hits mostly inhibitors. 300,000 compounds, 0.38% hits;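 further: potency means the concentration at half of the fitted maximal effect; 0% = full enzyme reaction and -100% = no-enzyme basal signal; the screen sought inhibitors and activators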
#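 Natural-substrate format: glycogen cleavage by 4 nM human enzyme, glucose read by Amplex Red coupling (Ex 573, Em 610 nm). Normalized to enzyme and no-enzyme controls.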
# GAA inh – inhibitors of human lysosomal alpha-glucosidase | P10253 | purified human GAA, 4-MU-alpha-glucoside fluorescence | Potency, µM (titrated, usually from 76.9 µM), for inactives: at the top dose activity change, negative = inhibition, usual class: inhibitors | 200,000 compounds, 0.005% hits;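 further: potency means the concentration at half of the fitted maximal effect; plate controls were uninhibited enzyme wells for no effect and no-enzyme background for full effect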
#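 Activity normalized between no-enzyme (basal) and enzyme-only wells. Conditions: 4 nM human enzyme, 400 uM fluorogenic substrate, citrate/phosphate pH 5.0 with Tween-20, 20 min room temperature, compounds up to 77 uM.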
# CBFb RUNX1 block – CBF-beta/RUNX1 interaction disruption | Q01196+Q13951 | AlphaScreen CBFb-His/RUNX1-biotin binding, biochemical | Potency, µM (highest dose often 59.8 µM), for inactives: at the highest dose activity, negative = inhibition, usual class: inhibitors | 230,000 tested, under 10 active | AID 1477; further: % of control where 0% means no effect
# Target sequence (Q01196 whole entry, looked up): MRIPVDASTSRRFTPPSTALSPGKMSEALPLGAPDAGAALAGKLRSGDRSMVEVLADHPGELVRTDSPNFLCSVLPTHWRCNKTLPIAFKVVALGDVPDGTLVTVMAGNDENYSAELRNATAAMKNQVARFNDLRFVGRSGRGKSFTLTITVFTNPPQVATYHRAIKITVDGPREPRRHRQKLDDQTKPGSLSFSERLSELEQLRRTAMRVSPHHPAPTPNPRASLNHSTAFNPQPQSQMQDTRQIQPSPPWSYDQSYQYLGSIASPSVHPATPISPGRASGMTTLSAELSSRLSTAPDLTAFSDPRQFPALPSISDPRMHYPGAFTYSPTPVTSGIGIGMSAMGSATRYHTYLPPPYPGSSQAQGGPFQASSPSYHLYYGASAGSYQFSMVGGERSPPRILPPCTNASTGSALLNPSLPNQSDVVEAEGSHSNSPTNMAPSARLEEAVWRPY
# Target sequence (Q13951 whole entry, looked up): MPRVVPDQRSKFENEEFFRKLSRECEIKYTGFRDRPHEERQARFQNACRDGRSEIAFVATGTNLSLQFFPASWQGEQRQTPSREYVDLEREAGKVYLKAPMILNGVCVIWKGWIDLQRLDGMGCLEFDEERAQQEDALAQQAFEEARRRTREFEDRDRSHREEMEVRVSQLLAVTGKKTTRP
#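 AlphaScreen proximity signal reports loss of binding between His-tagged CBF-beta and biotin-labelled RUNX1, each at 30 nM. Proteins are pre-associated for 20 minutes, compounds added for 15 minutes, then beads for 90 minutes, all at ambient temperature.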
# aGlu spleen mod – lysosomal alpha-glucosidase (human) modulation; 240,000 compounds, 0.006% hits; P10253; human spleen homogenate, 4-MU-alpha-glucoside fluorescence; Potency, µM (highest dose often 79.9 µM), for the others: top-dose activity change, negative = inhibition, most hits filed as inhibitors;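 further: potency means the concentration at half of the fitted maximal effect; 0% = enzyme with vehicle and -100% = no enzyme basal signal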
#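 Compounds were titrated against alpha-glucosidase in spleen homogenate at pH 5.0, with 1 mM 4-methylumbelliferyl substrate for 40 min at 37 C. Reactions were quenched with pH 10 NaOH/glycine and fluorescence measured.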
# LMNA splice mod – changes lamin A minigene splicing in HeLa cells. Potency, µM (top dose mostly 46.1 µM), for the others: at the highest dose ratio change, negative = inhibition, actives largely listed as inhibitors. HeLa LMNA splicing GFP/RFP minigene ratio, 48 h. 200,000 compounds, 0.01% hits; active means well fitted inhibition curve with a large enough effect in the signal ratio, with a control signal flat, not every such curve was filed as active; inconclusive means small, poorly fitted or top-dose-only effect, or effect the other way, or a change in a side signal; the % refers to the signal ratio; further: potency means the concentration at half of the fitted maximal effect; on the % scale 0 is the no-effect control and ±100 the full control effect
#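 S3 HeLa cells stably expressing lamin A-EGFP splicing minigene plus DsRed2, 600 cells/well, 48 h compound exposure at 37C. Laser-scanning cytometry; analysed as GFP (500-530 nm)/RFP (575-640 nm) total intensity ratio; 0.5% DMSO vehicle.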
# HTT cytoprotect – Huntington cell model cytoprotection by ATP luminescence; Potency, µM (doses to about 56.4 µM), without a hit: cytoprotection (ATP increase), actives largely listed as activators; 230,000 compounds, 0.14% hits; PC12 HTT-Q103 induced, cytoprotection, ATP luminescence, 40 h;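 further: potency means the concentration at half of the fitted maximal effect; % of control where 0% means no effect; nearly all actives have a fitted effect of over 45% in size; toxic huntingtin expression switched on by the ecdysone agonist tebufenozide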
#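 Cells were plated at 1500 per well in phenol red-free DMEM with 5% equine and 5% calf serum. Tebufenozide (100 nM final) and compounds were added, then ATPlite reagent, and luminescence was read.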
# * = called active by the depositor; ? = inconclusive; . = no result given; [ ] = remark or other dose. Unless noted, the call rests on the fitted dose curve; in most records, active means well fitted curve in the direction sought with a large enough effect; inconclusive means small, poorly fitted or top-dose-only effect, or another doubt; inactive means no such curve, though single readings can be large; an effect the other way counts as inactive or inconclusive.
SMILES,HttQ103 aggreg,GAA glycogen mod,GAA inh,CBFb RUNX1 block,aGlu spleen mod,LMNA splice mod,HTT cytoprotect
c1cn(C23CC4CC(CC(C4)C2)C3)cn1,11%,5%,-1%,8%,0%,-7%,-18%[0.074 µM]
Cc1cc(C)c(S(=O)(=O)c2ccc(Cl)cc2)c(Cl)n1,-6%,2%,-1%,?,-6%,15%[46 µM],8%[10 µM]
COC(=O)Cn1c(SCc2ccccc2)nc2ccccc21,11%[9.22 µM],1%,-2%,6%,-3%,10%,-12%
O=C1CN(c2cc(Cl)cc(Cl)c2)C(=O)CN1/N=C/c1cccnc1,20%[9.22 µM],12%,-1%,-13%,7%,.,7%[10 µM]
O=C(OCn1ncc(Cl)c(Cl)c1=O)c1ccc(C(F)(F)F)cc1,?,-3%,-1%,-3%,-7%,?,-69%[inhibitor]
COC(=O)CSc1ccc(S(=O)(=O)N2CCC(C)CC2)cc1[N+](=O)[O-],9%,1%,0%,0%,3%,0%,.
Cc1ccc(C2(CC(=O)O)CCOC(C)(C)C2)cc1 (stereo not drawn),5%,-5%,2%,1%,-7%,2%,7%[10 µM]
CNc1ccnc(-c2ccccc2C(F)(F)F)n1,.,.,.,.,6%,-7%,-6%
CS(=O)(=O)N(CC(=O)NCc1ccncc1)c1ccc(Cl)c(Cl)c1,16%,-30%,1%,10%,-1%,1%,-23%
CCOC(=O)C(CCOc1cccc(CC)c1)C(=O)OCC,2%,3%,1%,23%,-2%,4%,-12%
C=C(C)CSCc1nc2ccccc2[nH]1,-13%,0%,2%,2%,-13%,6%,-2%
COc1ccc(C)cc1N(CC(N)=O)S(=O)(=O)c1ccc(C)cc1,3%,13%,0%,0%,-5%,2%,8%[10 µM]
O=C(CCNC(=O)c1ccccc1Cl)Nc1cc(S(=O)(=O)N2CCOCC2)ccc1N1CCOCC1,16%[9.22 µM],-5%,.,7%,-3%,.,5%[10 µM]
C[N+]1(CC2COC3(CCCCC3)O2)CCCCC1 (stereo not drawn),-34%[9.22 µM],2%,.,-3%,-3%,.,8%[10 µM]
Clc1ncn(C23CC4CC(CC(C4)C2)C3)n1,13%,10%,3%,2%,-6%,3%,-7%
O=C(N/N=C/c1ccccc1)NC1CCCCC1,-6%,5%,-5%,2%,2%,-4%,22%[10 µM]
COc1ccc(NS(=O)(=O)c2cccc(C(=O)N/N=C/c3cn(-c4ccccc4)nc3-c3ccc(OC)cc3)c2)cc1,-4%[9.22 µM],-5%,.,3%,-1%,.,21%[10 µM]
COCCNC(=O)c1ccc(C)c(S(=O)(=O)Nc2ccc(C)cc2)c1,17%,-6%,-10%,1%,-6%,-11%,-11%
CC(=O)Nc1ccc2c(c1)OCO2,3%,-14%,-2%,1%,10%,-11%[46 µM],12%[10 µM]
COc1ccc(CNCC(O)(c2ccc(F)cc2)c2ccc(F)cc2)cc1,-23%,3%,-2%,-9%,7%,0%[46 µM],0%[10 µM]
CCC(Cc1ccccc1)n1c(=S)[nH]c2ccccc2c1=O (stereo not drawn),1%,-9%,2%,3%,-2%,.,-38%
COc1cc(OC)c(NC2=NCCCCC2)cc1Cl,-6%,-15%,0%,-1%,2%,4%,-3%[10 µM]
O=C(CSc1nnc2ccccn12)NCc1ccco1,14%,3%,0%,0%,2%,?,-29%
CCS(=O)CCSc1nc2ccccc2s1 (stereo not drawn),-16%,-3%,-3%,1%,1%,5%,-10%
COC(=O)c1ccc(C(=O)OC)c(NC(=O)CSc2ccccn2)c1,-23%,7%,2%,-2%,-17%,-4%,-4%
CCOC(=O)/C(N=Nc1sc(C(=O)OC)c(C)c1C(=O)OCC)=C(\O)CCl,-22%,0%,-4%,-4%,0%,-11%,0%[10 µM]
COc1ccc(C(C(=O)Nc2ccc(C(C)C)cc2)N(Cc2ccco2)C(=O)CC2NC(=O)NC2=O)cc1 (stereo not drawn),-8%,3%,-4%,-23%,-5%,.,-63%[inhibitor]
O=C(Cn1cnc2ccc(Br)cc2c1=O)c1cccs1,-19%,4%,-3%,-3%,-1%,5%,-16%
Cc1nc(SCc2ccc(O)c([N+](=O)[O-])c2)c([N+](=O)[O-])[nH]1,-14%[9.22 µM],-13%,0%,-10%,-4%,-17%[46 µM],23%[10 µM]
COC(=O)c1ccccc1OCC(=O)N1CCN(c2ccc(OC)cc2)CC1,20%,-1%,-5%,0%,0%,3%,-20%
C/C(=N\NC(=O)Cn1cc([N+](=O)[O-])cn1)c1ccco1,1%[9.22 µM],5%,.,4%,3%,.,10%[10 µM]
CCOc1cc(CN2CCN(c3ccc(C(C)=O)cc3)CC2)ccc1OC,-14%,0%,-4%,-1%,-5%,-4%,-30%
CC(=O)OC(/C(O)=C(\C#N)c1nc2ccccc2[nH]1)c1ccccc1 (stereo not drawn),?,-4%,4%,-3%,7%,3%,-132%[inhibitor]
O=C(Cn1c(=O)[nH]c2ccsc2c1=O)N1CCN(c2ccc(F)cc2)CC1,-5%,2%,0%,6%,-1%,-3%,0%[10 µM]
N#CCc1ccc(NS(=O)(=O)c2ccc(N3CCCC3=O)cc2)cc1,18%,-4%,4%,1%,-4%,?,-15%
Cc1ccc(F)c(NC(=O)c2ccc(Cn3cc(Cl)cn3)cc2)c1,19%[9.22 µM],8%,12%,-4%,7%,.,-33%[1.9 µM]
O=C(Nc1ccccc1)N1CCCN(c2ccc(C(F)(F)F)cn2)CC1,6%[9.22 µM],5%,.,-3%,8%,.,-3%[10 µM]
Cc1ccc(CN2CCN(Cc3cn[nH]c3-c3cccc(F)c3)CC2CCO)o1 (stereo not drawn),?,-2%,6%,2%,-2%,.,-78%[inhibitor]
COc1cccc(CNC(=O)c2cc3ccccn3n2)c1,6%,3%,-1%,1%,-1%,7%,8%
CC1(C)CC(=O)c2c(nn(-c3ccccc3)c2-c2ccncc2)C1,-30%,-23%,1%,-17%,4%,-9%,?

# Entries listed so far containing two or more sulfur atoms, in the order listed:
SMILES,HttQ103 aggreg,GAA glycogen mod,GAA inh,CBFb RUNX1 block,aGlu spleen mod,LMNA splice mod,HTT cytoprotect
COC(=O)CSc1ccc(S(=O)(=O)N2CCC(C)CC2)cc1[N+](=O)[O-],9%,1%,0%,0%,3%,0%,.
CCS(=O)CCSc1nc2ccccc2s1 (stereo not drawn),-16%,-3%,-3%,1%,1%,5%,-10%

# Next records follow.
SMILES,HttQ103 aggreg,GAA glycogen mod,GAA inh,CBFb RUNX1 block,aGlu spleen mod,LMNA splice mod,HTT cytoprotect
CCOC(=O)NN1C(=O)c2ccccc2NC1C (stereo not drawn),-10%,4%,?,4%,-2%,.,-8%
CCOC(=O)C(=O)c1c(-c2ccccc2)nc2ccccn12,7%,10%,-9%,17%,-7%,.,-17%
O=C(NCCC1=CCCCC1)c1cnsn1,7%,4%,-1%,10%,-5%,4%,-5%
CN(C)NC(=S)Nc1ccc(S(=O)(=O)N2CCCCC2)cc1,-8%[9.22 µM],?,-12%,-2%,3%,16%[46 µM],-6%[10 µM]
COc1ccc(C(=O)NCCCN2CCOCC2)cc1OC,-13%,-1%,2%,3%,-6%,8%,-2%
Cc1[nH]c2ccccc2c1SCc1ccccc1,11%,-20%,-10%,-2%,-4%,.,.
C=C(C)CNC(=S)N/N=C/c1c(F)cccc1F,-11%,-5%,7%,6%,-1%,.,14%
COc1ccc(N2CCN(c3nc(NC(C)(C)C)nc(N4CCCCC4)n3)CC2)cc1,-23%,-5%,-3%,8%,-5%,-6%,7%[10 µM]
Cc1noc(NS(=O)(=O)c2ccc(NC(=O)c3cnc4n(c3=O)CCS4)cc2)c1C,-6%,-1%,4%,-3%,-1%,10%,22%[10 µM]
Cc1ccc(NC(=O)CCNC(=O)c2ccco2)cc1F,5%,3%,-2%,3%,6%,?,-29%
O=C(NC1=NCCS1)c1cccc(N2C(=O)c3ccccc3C2=O)c1,-2%,0%,-4%,0%,1%,.,-13%
COc1ccccc1-c1nc(SCc2ccccn2)n[nH]1,-9%,0%,4%,7%,-8%,?,-9%
CCCSc1nnc(N2C(=O)CC(c3ccsc3)C3=C2CCCC3=O)s1 (stereo not drawn),-6%,2%,?,3%,-5%,-12%,5%[10 µM]
CC(C)OC(=O)NS(=O)(=O)c1cccc([N+](=O)[O-])c1,9%,3%,1%,1%,5%,11%[9.22 µM],-7%
CC(C)Cn1c(Br)nc2c1c(=O)n(CCC#N)c(=O)n2C,0%,-5%,-6%,2%,2%,?,2%[0.074 µM]
Cc1ccc(C(=O)CCC(=O)Nc2cccnc2)cc1C,17%,0%,2%,12%,6%,-3%,-22%[0.074 µM]
Cc1nc(NC(=O)CSc2cc(C)c3ccccc3n2)c(Cl)cc1Cl,-8%,5%,5%,-2%,-3%,?,12%[10 µM]
NC1=NC2(CCCCC2)N(c2cccc(Cl)c2)C(N)=N1,-3%,6%,2%,3%,3%,1%,-11%
c1ccc(Cn2c(SCc3nc4ccccc4s3)nnc2-c2ccco2)cc1,21%,2%,-1%,-4%,2%,-5%,8%
COc1ccc(CN2CCOCC2)cc1OC,20%[9.22 µM],4%,2%,2%,-3%,8%,-8%
CN(Cc1cccc(C(F)(F)F)c1)Cc1nc(-c2cnccn2)no1,-16%,-3%,4%,13%,2%,.,-8%
CCC(=O)N(Cc1cc2cc(OC)ccc2[nH]c1=O)c1cccc(C)c1,-19%,2%,-4%,3%,-8%,?,-9%
COc1ccc(/C(C)=N/Nc2ccc(C(=O)O)cc2)cc1OC,31%,11%,-6%,-8%,-9%,-2%,16%[0.074 µM]
CCCCNC(=S)Nc1ccc(-c2nc3ccc(C)cc3s2)cc1,10%,-14%,?,16%,-2%,-6%,-10%[10 µM]
CNCC(C)COc1ccccc1OCc1ccccc1 (stereo not drawn),9%,0%,3%,3%,0%,-1%,.
Cc1ccc2occ(C(c3nnnn3Cc3ccccc3)N3CCOCC3)c(=O)c2c1 (stereo not drawn),?,-9%,-5%,6%,-3%,-4%,0%
CCC/C=C/C(C)O (stereo not drawn),.,.,.,3%,6%,.,?
CCNC(=S)N1CCn2cccc2C1c1ccc(F)cc1 (stereo not drawn),-15%,5%,2%,-13%,-13%,.,-1%

# Part of the list above in order of SMILES length, lowest first.
SMILES,HttQ103 aggreg,GAA glycogen mod,GAA inh,CBFb RUNX1 block,aGlu spleen mod,LMNA splice mod,HTT cytoprotect
CCC/C=C/C(C)O (stereo not drawn),.,.,.,3%,6%,.,?
CCC(=O)N(Cc1cc2cc(OC)ccc2[nH]c1=O)c1cccc(C)c1,-19%,2%,-4%,3%,-8%,?,-9%
Cc1ccc2occ(C(c3nnnn3Cc3ccccc3)N3CCOCC3)c(=O)c2c1 (stereo not drawn),?,-9%,-5%,6%,-3%,-4%,0%

# Bioassay records from PubChem BioAssay.
